From PubChem BioAssay
RAD54 inh: inhibitors of human RAD54 branch migration, primary screen, biochemical, fluorescence, single point; DNA repair and recombination protein RAD54-like (Homo sapiens), Q92698; RAD54 Holliday junction branch migration, FAM/BHQ fluorescence; inhibition, % at 10.4 µM; actives 0.14% (n = 360,000); AID 602329, 2012;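 active means mean normalized replicate activity at least 40 and at least half of replicates scoring 40 or more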;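 further: 0% = median of neutral control wells and 100% = median of positive control wells; inhibitors cause a drop in the FAM fluorescence signal; in these data hits start at about 50%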
PglD inh: C. jejuni PglD acetyltransferase inhibitors, primary screen, biochemical, DTNB colorimetric, single point. actives 0.098% (n = 360,000). UDP-N-acetylbacillosamine N-acetyltransferase PglD (Campylobacter jejuni). inhibition, % at 12.5 µM. purified PglD enzyme, DTNB colorimetric CoA detection. AID 602405, 2012; in the data active means inhibition above about 16%, passing the limit was not always enough; further: strong numbers were not always called active
ERAP1 inh: human ERAP1 aminopeptidase inhibitors, primary screen, biochemical, single point, plate reader; Endoplasmic reticulum aminopeptidase 1 (Homo sapiens), Q9NZ08; recombinant ERAP1, Leu-AMC fluorescence, 60 min; inhibition, % at 10.7 µM; actives 0.15% (n = 340,000);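 active means mean replicate inhibition of at least 30%, or all replicates individually reaching that 30% level; inactive means mean below 30% and not every replicate reaching it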;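 further: 0% = neutral control wells and 100% = L-leucinethiol positive control wells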
Target sequence (Q9NZ08 whole entry, looked up): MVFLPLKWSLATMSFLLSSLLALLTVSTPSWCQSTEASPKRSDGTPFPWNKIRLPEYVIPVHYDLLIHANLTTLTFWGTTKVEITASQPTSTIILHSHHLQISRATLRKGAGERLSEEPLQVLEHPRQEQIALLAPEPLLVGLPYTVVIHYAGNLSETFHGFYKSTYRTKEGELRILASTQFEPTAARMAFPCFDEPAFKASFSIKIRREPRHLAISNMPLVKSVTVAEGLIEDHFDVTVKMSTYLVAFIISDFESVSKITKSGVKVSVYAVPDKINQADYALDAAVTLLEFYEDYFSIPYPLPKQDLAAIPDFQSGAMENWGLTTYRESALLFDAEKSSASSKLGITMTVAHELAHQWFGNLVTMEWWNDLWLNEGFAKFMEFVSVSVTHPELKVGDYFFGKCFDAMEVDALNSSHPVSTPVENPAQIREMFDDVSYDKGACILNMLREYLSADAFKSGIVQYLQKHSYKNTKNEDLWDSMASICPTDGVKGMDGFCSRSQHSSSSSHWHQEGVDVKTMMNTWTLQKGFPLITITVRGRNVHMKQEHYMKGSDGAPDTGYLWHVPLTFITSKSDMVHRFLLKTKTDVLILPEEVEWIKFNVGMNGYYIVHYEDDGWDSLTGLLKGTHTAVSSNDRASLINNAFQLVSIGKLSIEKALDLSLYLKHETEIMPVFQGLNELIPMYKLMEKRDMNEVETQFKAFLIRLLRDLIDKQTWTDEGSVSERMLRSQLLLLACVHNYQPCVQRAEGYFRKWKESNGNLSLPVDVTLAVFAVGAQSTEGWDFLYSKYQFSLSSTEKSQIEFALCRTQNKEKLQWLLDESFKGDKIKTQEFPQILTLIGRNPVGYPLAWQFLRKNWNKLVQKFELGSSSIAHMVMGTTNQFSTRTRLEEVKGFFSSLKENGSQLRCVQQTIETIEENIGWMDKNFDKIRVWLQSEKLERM
Cneo AK release: Cryptococcus neoformans cell lysis inducers, primary screen, AK release luminescence, single concentration. C. neoformans lysis, adenylate kinase release luminescence, 4 h; normalised: neutral wells 0, clomiphene wells 100. lysis activity, % at 15 µM. actives 0.2% (n = 360,000). AID 651654, 2012;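 active means mean lysis activity across replicates of at least 80%, whatever share of replicates individually reach that level; inactive means mean lysis activity below 80%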
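Material: C. neoformans cells | Amount: Yeast cell density of 5 × 10^6 cells/mL | Medium: Fresh YPD growth medium | Dosing: Single dose | Times: Static 4 h at 37 °C with compound, 1 h detection | Detection: AK luminescence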
miR122 inh: miR-122 Renilla sensor signal increase in Huh7, primary screen, miR-122 inhibitor project, cell-based, single point, plate reader; activation (reporter increase), % at 12.5 µM; actives 0.3% (n = 340,000); Huh7 miR-122 Renilla luciferase sensor, 48 h; neutral wells = 0, positive control = 100; AID 602342, 2012;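 active means mean replicate activation score at least 90 and every replicate individually at or above 90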;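 further: higher luciferase means less miR-122 activity so hits act as miR-122 inhibitors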
RAD52 inh: RAD52 DNA annealing inhibitors, primary screen, biochemical, FRET, single point, set 2 | inhibition, % at 18.7 µM | DNA repair protein RAD52 homolog (Homo sapiens), P43351 | recombinant RAD52 DNA annealing, FRET fluorescence | actives 0.46% (n = 360,000);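 active means every replicate showing at least 50% inhibition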
E-sel inducer: E-selectin induction in HUVECs, primary screen, imaging, HUVEC, immunofluorescence imaging, single point | actives 0.37% (n = 260,000) | P16581 | normalized: neutral wells 0, TNF-alpha wells 100 | activation, % at 7.58 µM;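 active means mean E-selectin-positive cell signal at least 10% of the positive control, reached in at least 60% of replicates, without over 20% cell loss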;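 further: in these data hits start at about 27%; measured in HUVEC primary endothelial cells; signal is the percent of cells scored E-selectin positive by PE staining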
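Test system: HUVEC; input: 3,000 HUVEC/well; measured by: immunofluorescence imaging; read-out: % PE-positive cells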
PGC1a acetyl inh: inhibitors of PGC1a acetylation signal, primary screen, cell-based, U2OS, AlphaScreen, inhibitor mode; AlphaScreen anti-acetyl-lysine; with virally co-expressed GCN5 acetyltransferase; inhibition, % at 15.6 µM; actives 0.17% (n = 350,000);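 active means every replicate shows inhibition of at least 40%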;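 further: 0% = neutral control wells and 100% = positive control wells; some results beyond the cut were filed as inactive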
* = called active by the depositor; · = not tested or not shown; [ ] = dose if it differs, or a comment.

1: CC(Oc1ccccc1F)C(=O)NNC(=O)c1cccc(S(=O)(=O)N2CCN(C)CC2)c1 (stereo not drawn)
2: COc1ccc(CCCC(=O)NCCc2ccccc2)cc1
3: Cc1ccc(CNS(=O)(=O)NCc2ccccc2)cc1
4: CC(C)(C)C1CCC(C(=O)Nc2ccccc2N2CCOCC2)CC1 (stereo not drawn)
5: c1ccc2c(c1)C(=NCC1CCCO1)NC2=NCC1CCCO1 (stereo not drawn)
entry no.	1	2	3	4	5
RAD54 inh	-10	-1	-3	-3	10
PglD inh	4	3	-2	0	2
ERAP1 inh	-5	-3	·	-1	8
Cneo AK release	-1	-1	-1	0	-1
miR122 inh	11	·	18	-5	-5
RAD52 inh	-14	-6	·	3	-12
E-sel inducer	·	·	·	-0.4	·
PGC1a acetyl inh	-7	·	-5	-7	6

6: CC(=O)c1ccc(OCC(=O)Nc2c(C)nn(-c3ccccc3)c2C)cc1
7: CN(C)CCCNC(=O)C[C@H]1CC[C@@H]2[C@H](COC[C@@H](O)CN2C(=O)c2ccncc2)O1
8: O=C(OCCOc1ccccc1Cl)c1ccc(-n2cnnn2)cc1
9: Cc1oc2ccccc2c1CC(=O)NCCCN(C)C
10: COCCNC(=O)C[C@H]1C[C@@H]2c3cc(NS(=O)(=O)c4ccccc4)ccc3O[C@@H]2[C@@H](CO)O1
entry no.	6	7	8	9	10
RAD54 inh	1	-7	-1	-2	0
PglD inh	7	2	0	2	-2
ERAP1 inh	0	-10	·	1	0
Cneo AK release	1	-1	9	0	-5
miR122 inh	-12	0[16.7 µM]	-7	11	5[16.7 µM]
RAD52 inh	-6	7	·	-9	-4
E-sel inducer	1.2	0.2	·	-1.4	-0.6
PGC1a acetyl inh	·	-1	7	-7	1

11: COC(=O)C1=CN(CCCN2CCCC2=O)C=C(C(=O)OC)C1c1cccs1
12: O=C(NCCC1=CCCCC1)C(=O)NCCc1ccc(Cl)cc1
13: COc1cccc(S(=O)(=O)N(C)C[C@@H]2Oc3ncc(C#CC(C)C)cc3C(=O)N([C@@H](C)CO)C[C@@H]2C)c1
14: Cc1ccc(OCC(=O)Nc2sc3c(c2C#N)CCC3)cc1
15: COc1cccc(CC(=O)Nc2nccs2)c1
entry no.	11	12	13	14	15
RAD54 inh	-1	-7	1	3	-9
PglD inh	1	-1	2	0	-1
ERAP1 inh	·	-3	0	4	·
Cneo AK release	5	1	0	6	3
miR122 inh	11	-2	1[16.7 µM]	-1	-4
RAD52 inh	·	-17	-6	-3	·
E-sel inducer	·	0.5	0.4	·	·
PGC1a acetyl inh	·	·	11	-3	-17

16: COc1ccc(Cl)cc1N(C(C)C(=O)NC1CCCC1)S(C)(=O)=O (stereo not drawn)
17: CN1[C@@H]2Cn3c(ccc(-c4ccc(F)cc4)c3=O)[C@H]1[C@@H](C(=O)N1CCCCC1)[C@@H]2CO
18: CCCCC(CC)CNC(=O)CN1C(=O)NC2(CCc3ccccc32)C1=O (stereo not drawn)
19: CC(Oc1ccc2c3c(c(=O)oc2c1)CCC3)C(=O)NCCCn1ccnc1 (stereo not drawn)
20: COc1cc(C(=O)NCCNC(=O)c2cnccn2)cc(OC)c1OC
entry no.	16	17	18	19	20
RAD54 inh	·	-6	·	·	·
PglD inh	·	-1	·	·	·
ERAP1 inh	1	0	-4	2	-1
Cneo AK release	·	0	·	·	·
miR122 inh	3	·	-13	4	-2
RAD52 inh	2	2	-3	-11	-4
E-sel inducer	·	-0.2	0.0	·	·
PGC1a acetyl inh	-1	·	·	3	-5

21: COc1ccc(NC(=O)CCn2c(=S)[nH]c3ccccc3c2=O)cc1Cl
22: C[C@H](CO)N1C[C@H](C)[C@@H](CN(C)S(=O)(=O)c2ccc(C(F)(F)F)cc2)OCc2ccccc2-c2c(n(C)c3ccccc23)C1=O
23: CC(C)c1ccc(N2C(=O)CC(Sc3nc4ccccc4o3)C2=O)cc1 (stereo not drawn)
24: Cc1ccc(Cl)cc1N1C(=O)CC(Sc2ccccc2N)C1=O (stereo not drawn)
25: CCCCN1CC[C@H]2C=CC[C@@H](C(=O)NCc3ccc(OC)cc3)[C@H]2C1=O
entry no.	21	22	23	24	25
RAD54 inh	-7	·	-5	-3	-2
PglD inh	1	·	-2	0	7
ERAP1 inh	-4	4	·	-2	·
Cneo AK release	4	·	-1	0	3
miR122 inh	0	·	2	8	7
RAD52 inh	-25	0	·	-8	-2
E-sel inducer	1.0	-0.5	·	1.4	-0.3
PGC1a acetyl inh	3	-8	-8	·	·

26: C[C@@H]1CN([C@@H](C)CO)S(=O)(=O)c2ccc(C#CC3CC3)cc2O[C@@H]1CN(C)S(C)(=O)=O
27: CC(=O)Nc1ccc(NC(=O)CN(c2ccc(C(C)C)cc2)S(=O)(=O)c2ccccc2)cc1
28: CC=Cc1ccc2n(c1=O)C[C@@H]1[C@@H](CO)[C@H](C(=O)NCc3ccc(F)cc3)N(Cc3cncnc3)[C@H]21 (mixture of isomers)
29: O=C(NCC[C@H]1CC[C@@H](NS(=O)(=O)c2cccc(F)c2)[C@@H](CO)O1)C1CCCCC1
30: COc1cccc(C#Cc2ccc([C@@H]3[C@@H](C#N)N(C(=O)c4ccccn4)[C@H]3CO)cc2)c1
entry no.	26	27	28	29	30
RAD54 inh	-4	-1	-16	7	-4
PglD inh	1	-9	1	1	2
ERAP1 inh	5	-3	-2	-1	-1
Cneo AK release	-2	0	-2	-1	-2
miR122 inh	-4[16.7 µM]	46	·	·	·
RAD52 inh	-6	-3	5	7	-15
E-sel inducer	-1.0	·	-0.1	-0.4	-0.2
PGC1a acetyl inh	-9	·	·	2	-19

31: COc1cccc(/C=N/NC(=O)c2ccc(-c3ccccc3)cc2)c1O
32: COCCn1nnnc1C(c1ccccn1)N1CCN(c2cc(C)ccc2C)CC1 (stereo not drawn)
33: CCOc1ccc(OCC)c(NC(=O)C2CCCN(S(=O)(=O)c3cnc[nH]3)C2)c1 (stereo not drawn)
34: COc1ccc(C=C2NC(=O)NC2=O)cc1O
35: CCc1ccc(N=Nc2ccc(O)c3[nH]cnc23)cc1
entry no.	31	32	33	34	35
RAD54 inh	-5	2	10	13	7
PglD inh	4	-1	-1	0	-10
ERAP1 inh	·	-2	-1	1	0
Cneo AK release	4	0	4	-1	0
miR122 inh	0	10	-4	·	10
RAD52 inh	·	-5	-7	-7	-46
E-sel inducer	·	·	·	0.0	0.3
PGC1a acetyl inh	8	-3	-2	4	-5

36: O=C1CCC(=O)N1CCOP1(=O)COc2ccccc2OC1
37: O=C(C1CCN(S(=O)(=O)c2ccccc2)CC1)N(CCc1ccccc1)Cc1ccco1
38: Cc1cc(NC(=O)Cc2cccs2)no1
39: CN(C)C(=O)[C@H]1[C@H](CO)[C@H]2Cn3c(cccc3=O)[C@H]2N1CCc1ccccc1
40: CC(C)NC(=O)N(C)C[C@@H]1Oc2ccc(NC(=O)C3CC3)cc2CC(=O)N([C@H](C)CO)C[C@@H]1C
entry no.	36	37	38	39	40
RAD54 inh	5	9	6	11	-21
PglD inh	-9	10	5	-2	1
ERAP1 inh	·	·	·	3	-5
Cneo AK release	-5	12	1	0	-8
miR122 inh	-5	-7	·	-1[16.7 µM]	-1[16.7 µM]
RAD52 inh	·	·	·	-11	2
E-sel inducer	·	·	·	-0.2	·
PGC1a acetyl inh	-2	-1	1	-3	-11

41: C[C@@H]1CN([C@H](C)CO)C(=O)c2cc(C#C[C@@H](C)O)cnc2O[C@@H]1CN(C)C(=O)Nc1ccc(C(F)(F)F)cc1
42: CC(=O)n1cc(N(C(=O)CCl)c2ccc(Cl)cc2)c2ccccc21
43: C[C@H]1CN([C@@H](C)CO)S(=O)(=O)c2ccc(C3=CCCC3)cc2O[C@H]1CN(C)CC1CC1
44: CCNC(=O)NC(=O)CSc1cccc(C(F)(F)F)c1
45: c1ccc(COc2ncnc3c2ncn3CCCN2CCN(c3ncccn3)CC2)cc1
entry no.	41	42	43	44	45
RAD54 inh	5	-2	5	-4	·
PglD inh	-1	2	0	-2	·
ERAP1 inh	-1	·	-3	1	-5
Cneo AK release	0	-2	4	-1	·
miR122 inh	·	-21	-3[16.7 µM]	·	-4
RAD52 inh	-4	·	27	-8	-5
E-sel inducer	-0.6	·	0.8	·	0.0
PGC1a acetyl inh	7	-15	-16	-13	-23

46: CCc1nnc(SCC(=O)Nc2nccs2)n1CC
47: CC(=O)Cc1nsc(Nc2ccc(F)cc2)n1
48: Nc1cccc(CCc2nc3cc4ccccc4cc3[nH]2)c1
49: O=C(Cc1c(Cl)cccc1Cl)Nc1ccncc1Cl
50: COCCNC(=O)c1ccc(NS(=O)(=O)c2ccc3[nH]c(=O)[nH]c3c2)cc1
entry no.	46	47	48	49	50
RAD54 inh	7	12	0	-7	-1
PglD inh	0	·	6	·	-2
ERAP1 inh	2	-1	·	3	3
Cneo AK release	3	-2	-4	2	0
miR122 inh	1	3	23	·	-4
RAD52 inh	6	-44	·	-3	-10
E-sel inducer	0.0	7.0	·	0.0	·
PGC1a acetyl inh	-1	-16	·	·	0

Quoted at random: six compounds from above
44: CCNC(=O)NC(=O)CSc1cccc(C(F)(F)F)c1
17: CN1[C@@H]2Cn3c(ccc(-c4ccc(F)cc4)c3=O)[C@H]1[C@@H](C(=O)N1CCCCC1)[C@@H]2CO
49: O=C(Cc1c(Cl)cccc1Cl)Nc1ccncc1Cl
3: Cc1ccc(CNS(=O)(=O)NCc2ccccc2)cc1
43: C[C@H]1CN([C@@H](C)CO)S(=O)(=O)c2ccc(C3=CCCC3)cc2O[C@H]1CN(C)CC1CC1
42: CC(=O)n1cc(N(C(=O)CCl)c2ccc(Cl)cc2)c2ccccc21
entry no.	44	17	49	3	43	42
RAD54 inh	-4	-6	-7	-3	5	-2
PglD inh	-2	-1	·	-2	0	2
ERAP1 inh	1	0	3	·	-3	·
Cneo AK release	-1	0	2	-1	4	-2
miR122 inh	·	·	·	18	-3[16.7 µM]	-21
RAD52 inh	-8	2	-3	·	27	·
E-sel inducer	·	-0.2	0.0	·	0.8	·
PGC1a acetyl inh	-13	·	·	-5	-16	-15

Other structures
51: Cc1nn(CCCC(=O)NCc2ccccc2Cl)c(=O)c2nccn12
52: CC(C)(C)c1ccc(CC(=O)N2CCC2(C)C(=O)NCCC#N)cc1 (stereo not drawn)
53: COC(=O)[C@]1(Cc2ccccc2)N[C@H](CN(C)S(=O)(=O)c2ccc(OC)cc2)[C@@H]2C(=O)N(C)C(=O)[C@@H]21
54: COc1ccccc1-c1ccc([C@H]2[C@@H](C#N)N(C(=O)C3CCC3)[C@H]2CO)cc1
55: CC(C)Cn1c(SCC(=O)NC(=O)Nc2ccc3c(c2)OCCO3)nc2ccccc2c1=O
56: CNC[C@@H]1OCCCC[C@@H](C)Oc2ccc(NC(=O)Cc3ccccc3)cc2C(=O)N([C@H](C)CO)C[C@H]1C
entry no.	51	52	53	54	55	56
RAD54 inh	-3	0	-12	8	-3	-15
PglD inh	0	1	0	2	-4	4
ERAP1 inh	4	-4	-5	-2	·	-5
Cneo AK release	1	0	0	-1	3	2
miR122 inh	2	2	1	·	1	-2[16.7 µM]
RAD52 inh	2	-20	-2	8	·	-132
E-sel inducer	5.9	0.1	1.1	0.1	·	0.1
PGC1a acetyl inh	10	-1	2	0	2	13

An unsorted share of the library; 1.4% or so of the library scored in one or more.
